High-throughput results: PubChem BioAssay, several laboratories
MBD2 inh: inhibitors of human MBD2 binding to methylated oligonucleotide | TR-FRET | Q9UBB5 | hit rate 0.31% among 370,000 | inhibition, % at 4.4 µM; in the data active means inhibition above about 13%
Target sequence (Q9UBB5 whole entry, looked up): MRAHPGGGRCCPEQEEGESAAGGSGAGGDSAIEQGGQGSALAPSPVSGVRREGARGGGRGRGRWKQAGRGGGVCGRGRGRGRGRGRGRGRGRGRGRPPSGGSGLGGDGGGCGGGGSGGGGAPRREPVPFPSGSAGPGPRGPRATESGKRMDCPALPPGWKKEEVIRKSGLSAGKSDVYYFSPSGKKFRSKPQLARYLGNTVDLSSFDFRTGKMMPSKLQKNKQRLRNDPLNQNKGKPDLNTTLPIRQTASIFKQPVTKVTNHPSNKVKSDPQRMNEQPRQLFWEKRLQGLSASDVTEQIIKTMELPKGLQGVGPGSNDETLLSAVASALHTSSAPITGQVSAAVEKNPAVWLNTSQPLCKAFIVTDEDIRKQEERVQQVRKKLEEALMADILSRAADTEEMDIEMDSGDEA
rCAG RNA binder: molecules binding r(CAG) RNA repeats; r(CAG) RNA repeat, TO-PRO-1 dye displacement fluorescence; hit rate 1.3% among 370,000; AID 651821; inhibition, % at 3 µM;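 active means inhibition above the plate cutoff, the mean of all test compounds on that plate plus 3 SD, cut at about 35% in these data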;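 further: 0% = DMSO alone and 100% = 100 µM mitoxantrone as full dye displacement; higher means more dye released from RNA so lower well fluorescence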
UHRF1 binding: human UHRF1 methylated DNA binding inhibitors. Q96T88. UHRF1 binding to methylated oligo, TR-FRET. inhibition, % at 4.4 µM. hit rate 0.75% among 370,000; in the data active means inhibition above about 21%;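 further: UHRF1 SRA domain binding a hemimethylated CpG hairpin DNA probe; 0% = median of test compound wells and 100% = reference inhibitor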
PG9 Ab binder: PG9 antibody binding by small molecule. TR-FRET gp120-PG9 antibody binding. AID 624416. inhibition, % at 6.7 µM. hit rate 0.43% among 360,000; in the data active means inhibition above about 8.5%
mABHD4 FP: ABHD4 (mouse) inhibition, primary FP screen; hit rate 0.54% among 370,000; Q8VD66; purified mABHD4, FP-Rh probe fluorescence polarization; inhibition, % at 8.92 µM;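 active means inhibition exceeding the mean over every tested compound plus 3 SD, cut at about 30% in these data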;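 further: 0% = plate median of compound wells and 100% = S159A mutant with DMSO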
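Test system: mouse ABHD4 enzyme, wild type. Reagent: FP-Rh fluorescent activity-based probe, added after compound pre-incubation. Timing: pre-incubation 45 min, probe exposure 60 min, at 25 °C. Technique: FP readout, ex 525 nm / em 598 nm. Benchmarks: high control S159A mutant with DMSO, low control median of compound wells.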
NR1D1 modulator: Rev-erb alpha (human) modulation. Rev-erbα–FITC-DNA binding, fluorescence polarization, 90 min. activity, % at 10 µM. hit rate 0.79% among 370,000. AID 1259318;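 active means activity above about 14%, limit read from the data; passing the limit was not always enough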;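 further: 0% = DMSO wells with 35 nM protein and 100% = DMSO wells with 750 nM protein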
TCR CD3 inh: human TCR-CD3 binding inhibition; TAMRA-labeled TCR probe fluorescence, biochemical; inhibition, % at 9.4 µM; hit rate 0.37% among 360,000; in the data active means inhibition above about 19%;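 further: recombinant mutant TCR 2C K166C tagged with TAMRA read by polarization; 0% = receptor in buffer alone and 100% = receptor with positive control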
HTRA1 inh: HTRA1 (human) protease inhibition; Q92743; recombinant HTRA1, FP-rhodamine activity-based probe, fluorescence polarization; inhibition, % at 5.96 µM; hit rate 0.5% among 340,000; in the data active means inhibition above about 36%;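 further: 0% = enzyme with DMSO and 100% = wells lacking enzyme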
PRMT1 inh: inhibitors of human PRMT1. recombinant PRMT1, activity-based probe fluorescence polarization. Q99873. hit rate 1.3% among 370,000. inhibition, % at 2.79 µM. AID 652257;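 active means inhibition above about 21% made by adding two undisclosed values, limit read from the data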
Target sequence (Q99873 whole entry, looked up): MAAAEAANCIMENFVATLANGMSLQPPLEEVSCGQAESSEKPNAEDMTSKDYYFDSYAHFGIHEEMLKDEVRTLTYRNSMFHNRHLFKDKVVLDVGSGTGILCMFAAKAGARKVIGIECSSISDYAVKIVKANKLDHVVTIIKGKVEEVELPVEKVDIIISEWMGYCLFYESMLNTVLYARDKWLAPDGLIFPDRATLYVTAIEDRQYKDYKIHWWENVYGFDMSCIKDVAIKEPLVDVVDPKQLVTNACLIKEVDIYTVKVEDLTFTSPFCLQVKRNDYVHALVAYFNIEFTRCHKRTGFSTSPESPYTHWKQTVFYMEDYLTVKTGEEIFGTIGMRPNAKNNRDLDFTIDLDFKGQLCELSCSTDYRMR
LEDGF integ inh: blocks HIV-1 LEDGF/p75-dependent DNA integration. TR-FRET IN-LEDGF/p75 DNA integration, Eu/Cy5. inhibition, % at 3.7 µM. hit rate 0.64% among 370,000. AID 743269;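 active means inhibition above the screen-wide mean plus 3 SD, cut at about 13% in these data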;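 further: signal is the Cy5 over europium emission ratio at 671 and 618 nm; 0% = plate median of compound wells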
An asterisk follows results filed as active; . = no result given.

Results follow in this order: MBD2 inh, rCAG RNA binder, UHRF1 binding, PG9 Ab binder, mABHD4 FP, NR1D1 modulator, TCR CD3 inh, HTRA1 inh, PRMT1 inh, LEDGF integ inh
1) COc1ccc2cc(CO)c3cc(OC)c(OC)cc3c2c1
    1, 4, 0, 0.9, -6, -3, 5, -15, -3, -3
2) Cc1ccc(C)c(S(=O)(=O)NC(C)CCc2ccccc2)c1 (stereo unspecified)
    -2, -6, -2, 1.3, -11, 6, 0, -33, -2, 5
3) CCCCN1C(=O)c2ccc(C(=O)Nc3cccc(C)c3C)cc2C1=O
    3, -3, -1, -0.2, -12, -2, 9, 9, -3, 6
4) Nc1nc(SCC(=O)NNc2c(Cl)cc(Cl)cc2Cl)n[nH]1
    6, 9, 5, -0.8, -2, -8, 2, 3, 12, -3
5) CC(C)(C)c1ccc(C(O)c2ncc(-c3ccccc3)[nH]2)cc1 (stereo unspecified)
    -10, 2, 0, -0.2, 1, -1, 2, ., -4, -1
6) O=C(Nc1cn(-c2ccccc2)nc1-c1ccc(F)cc1)c1ccccc1
    0, -2, 5, 0.4, -2, 4, -7, -5, -2, 2
7) CCOC(=O)C(=NC(C)(C)C)NNc1cc(Cl)ccc1Cl
    -4, 1, -1, -1.9, -3, 4, 0, 6, -2, 1
8) Cc1ccccc1Cn1nc(C)c(NC(=O)c2noc3c2CCCC3)c1C
    -3, -1, -4, -2.2, -1, -3, 0, -6, -3, 1
9) COc1ccc(/C=N/NC2=NCCCCC2)cc1
    -2, 0, -1, -0.6, 5, -3, 14, -6, 0, 0
10) COc1ccc2oc(C(=O)OCC(=O)N3CCCC3=O)c(C)c2c1
    5, -1, -4, 0.3, -5, 4, 8, 0, -6, 2
11) CC(=O)c1cccc(-c2ccnc3c2CC(C(=O)NCCC(F)(F)F)O3)c1 (stereo unspecified)
    -2, 1, 0, 0.4, -1, 1, 0, ., -2, -2
12) C[C@H]1CN([C@@H](C)CO)S(=O)(=O)c2ccc(C#CC3(O)CCCC3)cc2O[C@@H]1CN(C)C(=O)Cc1cccnc1
    2, 0, 2, -2.8, 4, -1, -2, 4, 1, -4
13) CC(=O)NC12CC3CC(C1)CC(C(=O)N1CCN(S(=O)(=O)c4ccccc4[N+](=O)[O-])CC1)(C3)C2
    3, -5, 2, -1.3, 2, -5, -11, -13, 0, -8
14) Cc1ccc(C(=O)NCC(=O)OCC(=O)Nc2cc(C)c(C)cc2[N+](=O)[O-])cc1
    1, -3, 10, 0.1, -5, 4, 2, -3, 0, 1
15) Cc1cccc(OC(C)C(=O)Nc2nccs2)c1 (stereo unspecified)
    -4, -7, 0, -1.4, 0, 1, -2, 1, 3, -3
16) CCN1CCN(C(=O)CSc2cc(=O)n(CC)c3ccccc23)CC1
    2, -5, -3, -4.0, -9, 0, -2, 4, -2, -1
17) O=C(Nc1ccc(NS(=O)(=O)c2ccc([N+](=O)[O-])cc2)cc1)c1ccco1
    0, 7, -1, -3.4, 0, 1, 2, -4, 2, 0
18) CNC(=O)[C@@H](NC(=O)[C@H](CC(C)C)[C@H](O)C(=O)NO)C(C)(C)C
    1, 1, 1, ., -1, -2, ., ., 2, -1
19) CCN(CC)c1c([N+](=O)[O-])c(=O)n(CC)c2ccccc12
    2, -2, 4, -0.1, -6, -1, -6, ., 2, -1
20) COc1ccc2c(c1)[C@H]1[C@H](CO2)[C@H](c2ccccc2)[C@]2(C)C(=O)N(CC3CCCO3)CC(=O)N12 (stereo partly specified)
    4, -1, 0, -0.2, 7, 0, -3, -2, -1, 2
21) NCC(c1ccccc1Cl)c1c[nH]c2ccccc12 (stereo unspecified)
    -5, 8, -2, 0.4, 6, 3, 11, 4, 0, 0
22) Cc1cc(CN2C(=O)c3ccccc3C2=O)on1
    4, -2, -1, -4.0, 5, 6, 2, 7, -3, 0
23) O=C(Nc1nc(-c2ccccc2)cs1)c1cccc(S(=O)(=O)N2CCN(Cc3ccccc3)CC2)c1
    1, 10, -1, -2.3, -47, -3, 4, -56, 1, 1
24) O=C(CS(=O)(=O)Cc1ccccc1)N1CCN(C(=O)c2ccco2)CC1
    -3, 1, -1, 0.5, 2, 3, 3, 6, -1, 1
25) Cn1cc(C(=O)NS(=O)(=O)Nc2ccc(Br)cn2)c2ccccc21
    3, 3, -1, -0.6, 1, 4, -1, -2, 4, -1
26) O=C(NCCc1ccc(Cl)cc1)c1cccc(S(=O)(=O)N2CCCC2)c1
    -1, 2, 1, -1.2, -34, 5, 1, -2, -2, 5
27) CC(C)(C)n1nnnc1C(c1ccccc1)N1CCN(c2ccc(C(F)(F)F)cn2)CC1 (stereo unspecified)
    -5, 3, -1, -1.3, 0, -3, 4, ., 0, 0
28) CN(Cc1ccccc1)C(=O)CN1C(=O)c2ccc([N+](=O)[O-])cc2C1=O
    4, 1, 1, 0.2, -1, -3, 0, -7, 3, -1
29) COc1cc(/C=C2\C(=O)ON=C2c2ccccc2)cc(Br)c1O
    -10, 3, -1, 0.9, -14, 0, -6, -13, 5, 0
30) CC1=CC(c2ccccc2)=Nc2ccc(C)cc2N1
    0, -5, 0, -3.4, -4, -4, -6, -2, 6, -4

Copied from the list.
compound 13 | UHRF1 binding: 2
compound 17 | TCR CD3 inh: 2

(further entries)
Results follow in this order: MBD2 inh, rCAG RNA binder, UHRF1 binding, PG9 Ab binder, mABHD4 FP, NR1D1 modulator, TCR CD3 inh, HTRA1 inh, PRMT1 inh, LEDGF integ inh
31) O=C1NC(=S)SC1=Cc1cccs1
    -3, 3, 0, -2.1, -9, 1, 1, -5, 3, 0
32) Cc1cccc(NC(=O)Nc2ccc(Oc3c(F)c(F)c(F)c(F)c3F)cc2)c1
    -2, -1, -2, 1.1, 0, 7, -4, -5, -2, -3
33) O=C(Cc1ccc(F)cc1)NCCS(=O)(=O)N1CCN(c2cccc(Cl)c2)CC1
    1, -4, 3, 0.8, -1, 2, 8, -13, -2, 4
34) O=C(CSc1ccccn1)N1CCN(c2ncc(C(F)(F)F)cc2Cl)CC1
    4, -11, 7, 2.3, -4, -1, -5, -3, 5, -1
35) CC(=O)N1CCN(C(=O)COc2ccc(Br)cc2)CC1
    0, 1, 2, 1.0, -1, 3, -5, 3, 6, -1
36) COc1cc(CC(=O)OCC(=O)Nc2ccc(N(C)C)cc2)cc(OC)c1OC
    -7, 0, 2, -6.0, -1, 0, -3, 6, 0, 3
37) COc1cc(OC)c(C2=NOC(C(=O)Nc3ccc4c(c3)OCO4)C2)cc1Cl (stereo unspecified)
    3, 1, 1, -1.0, 4, 0, -4, -5, 3, -6
38) O=C(CC1C(=O)N(c2ccc(Cl)cc2)C(=S)N1CCc1ccncc1)Nc1ccc(F)cc1 (stereo unspecified)
    -4, 14, -3, 2.0, -19, 5, -6, -44, 2, 3
39) O=C(Oc1ccc(=O)n(-c2ccccc2)n1)c1cccc(Cl)c1
    2, 1, 0, -2.3, -1, 3, -2, -3, 0, 2
40) COc1ccc2nc(NC(=O)CCNC(=O)c3ccccc3Cl)sc2c1
    0, 0, -2, -1.1, 0, 4, 9, 3, 1, -1
41) CC(C)(C)OC(=O)N1CCN(C(=O)c2[nH]cnc2C(=O)Nc2ccc(Cl)cc2)CC1
    0, -1, -4, -2.2, 1, 4, 2, 3, -2, -1
42) COc1ccccc1/C=C/CN1CCN(c2ccccc2)CC1
    5, -8, 1, 1.8, 15, 7, -1, 1, 0, -3
43) NCCOc1ccc(C2CCCCC2)cc1
    7, 12, 3, -0.9, -4, -1, -3, 11, 5, 4
44) CCn1c2ccccc2c2cc(NC(=O)CSc3nnnn3-c3ccccc3)ccc21
    0, 9, -3, 10*, 2, 39*, -2, -6, 0, 3
45) N=c1c2c(ncn1CCCO)Oc1c(ccc3ccccc13)C2c1ccccc1 (stereo unspecified)
    3, 8, -3, 0.1, -24, -4, 6, -77, -4, 3
46) Cc1cc(C(=O)OCC(=O)Nc2nnc(C(C)C)s2)c2ccccc2n1
    -6, 4, -2, -1.6, 9, 0, 7, -8, 1, 2
47) O=S(=O)(Nc1ncccn1)c1ccc(NC(=S)NCc2cccnc2)cc1
    2, -1, 2, -2.0, -1, 2, -3, 1, 3, 3
48) CC(OC(=O)c1nn(C(C)C)c(=O)c2ccccc12)C(=O)Nc1ncc(Cl)cc1Cl (stereo unspecified)
    -1, 2, 3, -0.7, -8, 1, -4, 2, 2, 3
49) O=S(Cc1ccccc1)CC(O)(c1ccc(Cl)cc1)c1ccc(Cl)cc1 (stereo unspecified)
    10, 5, 4, -0.1, -33, 11, -2, -41, 5, -3
50) CCN(CC)C(=S)SCc1csc(CC(=O)Nc2ccccc2C)n1
    2, 7, -1, -1.9, 5, 2, 3, -15, -1, 5
51) CCn1cc(-c2csc(N)n2)c(C)n1
    3, -1, -3, -3.2, 4, -4, 1, 2, 1, 1
52) COC(=O)c1ccc(SCC(=O)N2CCC(C)CC2)c([N+](=O)[O-])c1
    -1, 2, -1, 0.5, 3, -3, 2, 2, 0, 0
53) Nc1c(C(=O)N2CCOCC2)sc2nc(N3CCOCC3)c3c(c12)CCCC3
    -4, -3, 3, 2.1, 8, 3, -11, 1, 34*, -5
54) CCOCCCNC(=O)C(NC(=O)CNC(C)=O)c1ccc(C)cc1 (stereo unspecified)
    0, 0, 1, -1.2, 0, -1, 6, 1, 1, 2
55) C#CCOC(=O)CN1C(=O)c2cccc3cccc(c23)C1=O
    -6, -1, -6, -0.1, -1, 3, 1, 4, -1, 0
56) CC1=CC2=NC(=O)/C(=C\c3cn(C)c4ccccc34)C(=N)N2O1
    1, 1, -4, 4.4, -1, 16, 5, -3, -1, 0
57) Cc1ccc(-n2c(SCc3cccc(F)c3)nc3ccccc3c2=O)cc1
    -4, 6, -1, ., 10, 2, ., ., 4, -2
58) CN1CCN(S(=O)(=O)c2cccc(C(=O)Oc3ccc(C(C)(C)C)cc3)c2)CC1
    -2, -3, 3, 1.8, 1, 6, 0, -4, 1, -5
59) CCC(C)C(=O)Nc1nccs1 (stereo unspecified)
    -3, 1, 4, -0.6, 5, 3, 2, 4, 0, -1

Arranged by value in HTRA1 inh (low to high): 3 of the compounds above
cpd	SMILES	MBD2 inh	UHRF1 binding	PG9 Ab binder	mABHD4 FP	NR1D1 modulator	TCR CD3 inh	HTRA1 inh	PRMT1 inh	LEDGF integ inh
37	COc1cc(OC)c(C2=NOC(C(=O)Nc3ccc4c(c3)OCO4)C2)cc1Cl (stereo unspecified)	3	1	-1.0	4	0	-4	-5	3	-6
58	CN1CCN(S(=O)(=O)c2cccc(C(=O)Oc3ccc(C(C)(C)C)cc3)c2)CC1	-2	3	1.8	1	6	0	-4	1	-5
54	CCOCCCNC(=O)C(NC(=O)CNC(C)=O)c1ccc(C)cc1 (stereo unspecified)	0	1	-1.2	0	-1	6	1	1	2

The list is partial (hit frequency here may not be typical).
